Myeloid diff MLP: induction of myeloid progenitor differentiation, primary screen, cell-based, flow cytometry, MLPCN library; ER-HoxA9 myeloid progenitors, lysozyme-GFP differentiation; calls only at 10 µM; 1% of 360,000 active; AID 624256, 2012;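 active means normalized GFP-positive differentiation at or above the plate's own cutoff, the solvent-only control mean plus 3 SD; inconclusive means no clear call, values can overlap the other calls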;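 further: cells exposed to compound for four days before flow analysis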
GPR55 beta-arrestin: GPR55 agonists via beta-arrestin recruitment, primary screen, imaging, U2OS cells, beta-arrestin-GFP redistribution (AID 1961); 0.048% of 290,000 active; G-protein coupled receptor 55 (Homo sapiens); activation, % at 10 µM; hits with a dose series show EC50 in µM; U2OS GPR55 beta-arrestin-GFP redistribution imaging; higher % means a stronger effect;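 active means activation above 40% with more than 50 cells counted in the well; inconclusive means wells holding fewer than 50 cells, flagged as toxic or sparse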;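 further: U2OS osteosarcoma cells stably expressing GPR55 and beta-arrestin-GFP; plate controls were DMSO negative control for no effect and LPI positive control for full effect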
GPR55 antagonists: GPR55 antagonists blocking LPI-driven arrestin recruitment, primary screen, imaging, U2OS, beta-arrestin-GFP, LPI agonist (AID 2013) | G-protein coupled receptor 55 (Homo sapiens) | 0.13% of 290,000 active | U2OS GPR55 beta-arrestin-GFP translocation imaging, LPI antagonism; higher % means a stronger effect | one-dose inhibition, % at 10 µM; IC50 in µM for titrated hits;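 active means spots per cell inhibited over 60%, with over 100 cells counted and total cytoplasm intensity under 500,000; inconclusive means wells with under 100 cells, flagged as likely toxic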;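 further: U2OS cells stably carrying GPR55 and arrestin-GFP stimulated by 5 µM LPI near EC80; imaged beta-arrestin-GFP aggregate spots per cell after agonist stimulation; plate controls were LPI-stimulated DMSO wells for no effect and DMSO wells without LPI for full effect; some results filed as inactive read as strong as hits; confirmed hits need IC50 under 10 µM and bright autofluorescent wells are also inconclusive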
NOD1 NF-kB reporter: NOD1 signaling inhibitors, primary screen, cell-based, luminescence, uHTS (AID 1578) | NOD1-driven NF-kB luciferase reporter cells, luminescence; higher % means a stronger effect | 1% of 290,000 active | inhibition, % at 4 µM, or EC50 in µM where a hit was titrated; in the data active means inhibition mostly above about 36%, no sharp cut-off; inactive means mostly below about 34%;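 further: HEK-293T reporter cells stimulated with the NOD1 agonist gamma-tri-DAP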
HEK293 NOD2/NF-kB: NOD2 signaling inhibitors, cell-based, luminescence, uHTS, HEK293 (AID 1566); 0.63% of 290,000 active; HEK293 NOD2/NF-kB luciferase reporter, luminescence; higher % means a stronger effect; inhibition, % at 4 µM, or EC50 in µM where a hit was titrated; further: many of its hits are not listed in these tables
HIV peptide binding: inhibitors of HIV fusion peptide binding, primary screen, biochemical, uHTS, fluorescence dequenching (AID 1986); cell-free peptide binding, fluorescence dequenching, 30 min; higher % means a stronger effect; one-dose inhibition, % at 20 µM; IC50 in µM for titrated hits; 0.3% of 290,000 active; in the data active means inhibition mostly above about 52%, no sharp cut-off; inactive means mostly below about 76%; further: some results filed as inactive read as strong as hits
GPR35 antagonists: GPR35 antagonists blocking zaprinast-driven arrestin recruitment, primary screen, imaging, U2OS, beta-arrestin-GFP, zaprinast agonist (AID 2058). G-protein coupled receptor 35 (Homo sapiens). U2OS GPR35 beta-arrestin-GFP translocation imaging, zaprinast antagonism; higher % means a stronger effect. inhibition, % at 10 µM; hits with a dose series show IC50 in µM. 0.052% of 290,000 active;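 active means inhibition of at least 50% with at least 30 cells and total cytoplasm GFP at most 10,000,000; inconclusive means under 30 cells or total GFP of 10,000,000 plus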
KOR beta-arrestin-1: KOR antagonists, beta-arrestin recruitment, cell-based, luminescence, uHTS (AID 1778); Kappa-type opioid receptor (Homo sapiens); 0.091% of 290,000 active; inhibition, % at 10 µM; hits with a dose series show IC50 in µM; KOR beta-arrestin recruitment, luminescence, antagonist mode; higher % means a stronger effect; further: strong numbers were not always called active
KOR beta-arrestin-2: KOR agonists, beta-arrestin recruitment, primary screen, cell-based, luminescence, uHTS (AID 1777). 0.02% of 280,000 active. one-dose activation, % at 10 µM; EC50 in µM for titrated hits. KOR beta-arrestin recruitment, luminescence; higher % means a stronger effect. Kappa-type opioid receptor (Homo sapiens); in the data active means activation above about 50%, passing the limit was not always enough; further: a part of the inactive calls stands beside numbers as strong as those of hits
Myeloid diff MLP GFP+ MAC1+ %: recorded beside Myeloid diff MLP, whose call it bears; GFP+ MAC1+ double positive, %; measured here: differentiation confirmed by MAC1 staining
* = called active by the depositor; i = inactive; ? = inconclusive; . = no result given; + = active, no number; [ ] = another dose, or the depositor's remark. Unless noted, no stated cut-off is given here; in the data, active means inhibition above about 50%; inactive means the rest.

The line under a structure holds: HIV peptide binding	Myeloid diff MLP	HEK293 NOD2/NF-kB	GPR35 antagonists	GPR55 beta-arrestin	KOR beta-arrestin-1	NOD1 NF-kB reporter	GPR55 antagonists	Myeloid diff MLP GFP+ MAC1+ %	KOR beta-arrestin-2
> COc1ccc(C(=O)COC(=O)c2ccccc2NS(=O)(=O)c2ccc(O)c([N+](=O)[O-])c2)cc1
 : 16µM*	i	17%	-2%	0.2%	6%	-1%	8%	0.7	-6.0%
> CCC1C(=O)n2nc(-c3ccccc3)cc2N=C1C (centres undefined)
 : -1.5%	i	-47%	-5%	-0.4%	-6%	-58%	1%	2.3	-5.3%
> CCc1ccccc1NC(=O)CCCSc1nc2ccccc2s1
 : -0.9%	i	-4%	2%	0.1%	-18%	-27%	-9%	0.2	4.2%
> Cc1cccc(OCc2nnc(SCC(=O)N3CCCC3)n2C)c1
 : -4.1%	i	0%	12%	0.0%	13%	-27%	-6%	1.3	2.1%
> COc1ccc(CNC(=O)CSc2nc(C)cs2)cc1
 : 0.2%	i	4%	0%	0.4%	-10%	-39%	-21%	0.1	-4.2%
> O=C(CCc1ccccc1)n1nc(-c2ccccc2)nc1NCc1ccco1
 : -1.7%	i	3%	5%	0.2%	35%	2%	-4%	1.3	12%
> CCOc1ccc(NS(=O)(=O)c2ccc3c(c2)CCN3C(=O)C2CCC2)cc1
 : 32%	i	22%	-2%	-0.2%	9%	27%	1%	4.3	-5.6%
> Cc1nnc(NC(=O)c2csc3c2CCC(C)C3)s1 (centres undefined)
 : 0.5%	i	-39%	8%	0.6%	15%[20 µM]	-40%	7%	0.5	.
> CCOC(=O)c1ccc(CC2S/C(=C(\C#N)C(C)=O)NC2=O)cc1 (centres undefined)
 : 15%	i	-4%	2%	-0.1%	0%	-84%	2%	2.2	7.6%
> COc1ccc(/C=C/c2ccc3cccc(O)c3n2)c(OC)c1OC
 : -2.2%	?	-31%	0%	0.2%	62%	16%	19%	.	-2.0%
> O=C(NCc1ccccc1)c1ccco1
 : -0.9%	i	10%	0%	0.0%	5%	-12%	3%	0.9	-5.3%
> CCOC(=O)N1CCC(NC(=O)CCC(=O)N2CC(C)Oc3ccc(C)cc32)CC1 (centres undefined)
 : -0.1%	i	19%	-5%	-0.1%	4%	3%	-2%	0.4	-0.1%
> COCCN(CCOC)C(=O)c1ccc(SCc2ccc(C)cc2)c([N+](=O)[O-])c1
 : 1.7%	i	21%	0%	-1.0%	10%	1%	15%	0.3	-4.7%
> O=C(NC(=S)Nn1cnnc1)c1ccccc1Cl
 : -0.4%	i	7%	-2%	-0.1%	7%	-20%	7%	0.8	-5.5%
> CCN(CCCNC(=O)CCCOc1cc(=O)n(C)c2ccccc12)Cc1ccccc1
 : -1.2%	i	0%	5%	-0.3%	7%	-38%	-3%	0.1	-2.5%
> Cc1ccccc1Nc1nnc(SCC(=O)NC(=O)NCc2ccco2)s1
 : 0.2%	i	-10%	6%	0.6%	5%	2%	10%	1.0	2.5%
> CCCNC(=S)Nc1cc2oc3ccccc3c2cc1OC
 : -1.7%	i	12%	-1%	-0.2%	-15%	-32%	-13%	0.2	1.8%
> O=S(=O)(c1ccc(F)cc1)N1CC=C(c2ccccc2)CC1
 : -1.8%	i	11%	-7%	-0.3%	19%	-9%	2%	0.9	3.8%
> CN(Cc1ccccc1)c1nc(-c2ccc([N+](=O)[O-])cc2)nc2ccccc12
 : 0.1%	i	9%	10%	-0.1%	14%	-21%	0%	0.2	-1.3%
> COc1ccc(NC(=O)NNC(=O)CCc2ccc(O)c(O)c2)cc1OC
 : 11%	i	-7%	-9%	-0.2%	-5%	-39%	14%	0.8	-0.6%
> C=CCN1C(=O)SC(Cc2cccc(OC)c2O)C1=O (centres undefined)
 : -0.8%	i	-5%	-9%	-0.1%	0%	-27%	-4%	0.2	-1.3%
> CCCn1c(=S)[nH]c2cc(C(=O)N3CCN(C4CCCCC4)CC3)ccc2c1=O
 : -0.3%	i	16%	0%	-0.2%	22%	-13%	-13%	3.5	-5.0%
> CC(C)N(C(=O)COC(=O)c1ccccc1C(=O)N1CCN(c2ccc(F)cc2)CC1)C(C)C
 : 0.5%	i	-5%	3%	-0.3%	14%	-5%	-7%	1.1	3.8%
> C=CCN1C(=O)/C(=C\c2ccc(Cl)cc2)N=C1SCC(=O)NCCC
 : -1.0%	i	-3%	0%	-0.2%	19%	-10%	5%	0.8	2.6%
> O=C(CN1CCN(c2ccccn2)CC1)Nc1ccccc1F
 : -0.1%	i	-18%	-9%	0.0%	-31%[20 µM]	1%	4%	0.5	-5.9%
> CCn1c(=O)c(C(=O)NCc2ccc(Cl)cc2)c(O)c2ccccc21
 : 3.7%	i	5%	-2%	-0.1%	-24%[20 µM]	-25%	5%	0.4	-4.5%
> CCn1c(SCC(=O)NCc2ccc3c(c2)OCO3)nnc1-c1cccs1
 : 0.9%	i	-4%	10%	0.2%	37%	-4%	4%	4.8	-0.7%
> Cc1ccc(C)c(NC(=O)c2ccccc2O)c1
 : 2.2%	i	-16%	-1%	-0.3%	-1%	-8%	11%	1.1	0.7%
> CCN=C1SC(C(=O)Nc2cc(Cl)cc(Cl)c2)CC(=O)N1CC (centres undefined)
 : 0.6%	i	0%	0%	0.2%	-4%[20 µM]	-40%	4%	0.5	-1.4%
> COCC1CCN(C(=O)c2cc(COc3ccccc3SC)on2)C1 (centres undefined)
 : 1.2%	?	-2%	9%	-0.1%	15%	-18%	8%	.	2.5%
> CNCc1ccccc1OCc1ccccc1F
 : 0.2%	i	7%	8%	0.2%	-20%	-48%	-1%	0.3	-1.6%
> COc1ccc(CNC(=O)CC2(CC(=O)O)CCCCC2)cc1
 : -0.3%	i	-4%	8%	0.0%	16%	-12%	-4%	1.0	-7.2%
> Cc1ccc2nc(Nc3nc(C)cc(C(F)(F)F)n3)nc(C)c2c1
 : -2.0%	i	19%	-8%	-0.1%	15%	-6%	0%	1.0	-5.5%
> CCc1cccc(NC(=O)CN(C)S(=O)(=O)c2cccc3nsnc23)c1
 : 1.3%	i	2%	-4%	0.0%	25%	-19%	6%	0.8	0.8%
> Cc1ccc(S(=O)(=O)Nc2ccc3c(c2)CCC3)cc1C
 : -0.1%	i	22%	26%	-0.2%	-25%	23%	10%	0.4	-1.4%
> C=CCNC(=O)N[C@@H](Cc1ccccc1)C(=O)OC
 : -0.9%	i	12%	-2%	0.0%	-12%	0%	2%	0.6	5.4%
> Cc1cc(C)n(-c2ccn(Cc3ccc(Cl)cc3Cl)c(=O)n2)n1
 : 1.2%	+	-1%	16%	-0.3%	-28%	-9%	0%	3.1*	.
> CS(=O)(=O)N(CC(=O)Nc1ccccc1C(=O)N1CCOCC1)c1ccc(Cl)cc1
 : 0.1%	i	1%	-5%	-0.1%	7%	-1%	-2%	0.0	1.2%
> Cc1cc(OC(=O)c2cccc(F)c2)c([N+](=O)[O-])c(=O)[nH]1
 : 0.4%	i	18%	11%	-0.2%	24%	-1%	-8%	0.6	0.7%
> N#C/C(=C\c1cn(Cc2ccc(C#N)cc2)c2ccccc12)C(=O)NCc1cccs1
 : 0.4%	i	-3%	-21%	-0.2%	-167%	-40%	-6%	0.7	26%
> COc1ccc(OC)c(NC(=O)CSc2nc(C)cs2)c1
 : 0.4%	i	13%	-4%	-0.1%	12%	-5%	6%	1.1	-2.7%
> O=C(N/N=C/c1ccncc1)C1C2CCCCCCC21 (centres undefined)
 : 1.0%	i	6%	21%	0.2%	38%	-40%	-2%	0.7	1.6%
> Cc1cc(C(=O)CSc2ccc(F)cc2)cc(C)c1O
 : 1.2%	i	-60%	9%	1.2%	8%	-20%	7%	0.2	-1.9%
> COc1ccc(NC(=O)/C=C/C(=O)O)c([N+](=O)[O-])c1
 : 1.5%	i	9%	-3%	0.2%	9%	-6%	6%	1.0	-4.0%
> Cc1ccc(-c2noc(C3CCCN(C(=O)c4ccccc4)C3)n2)o1 (centres undefined)
 : 1.0%	i	-30%	3%	0.0%	12%	-22%	-14%	11	-3.9%
> Cc1cc(=O)[nH]c(N/N=C2/CCCC/C2=C\c2ccccc2)n1
 : -3.2%	i	19%	10%	-0.1%	14%	3%	5%	0.2	0.3%
> O=C(N/N=C/c1ccc(OC(F)F)cc1)c1cccc(S(=O)(=O)N2CCOCC2)c1
 : -2.0%	i	8%	8%	0.9%	-7%	-31%	-14%	0.3	-6.4%
> COc1ccc(N2CCN(C(=O)CN(c3cccc(Br)c3)S(C)(=O)=O)CC2)cc1
 : -0.3%	i	-1%	-6%	0.6%	-10%	-3%	-4%	2.1	-2.6%
> O=C(CN(C(=O)c1csnn1)c1cccc2c1CCCC2)NCc1ccc(F)cc1
 : 2.0%	i	3%	0%	-0.1%	6%	0%	7%	2.4	-4.0%
> O=[N+]([O-])c1ccccc1SNc1ccc(Br)cn1
 : -1.2%	i	2%	1%	0.0%	-15%	-33%	1%	0.7	3.3%
> CCCCNC(=O)c1cn(CC)c2ccc(S(=O)(=O)N3CCCCCC3)cc2c1=O
 : -1.3%	i	-6%	5%	-0.1%	23%	-29%	4%	4.5	-3.9%
> O=c1c2ccccc2c(/C=N/NS(=O)(=O)c2ccccc2)c(O)n1-c1ccccn1
 : 109%*	i	16%	-6%	-0.2%	26%	-21%	19%	3.0	-5.4%
> CC(C)CCNC(=O)C1C2C=CC3(CN(Cc4ccccc4Cl)C(=O)C13)O2 (centres undefined)
 : -1.6%	i	5%	1%	0.2%	31%	-24%	-1%	7.8	-3.9%
> COc1ccc(/C=C(/NC(=O)c2ccco2)C(=O)NCCc2ccccc2)cc1
 : -1.3%	i	3%	-6%	-0.2%	6%	4%	-19%	0.4	-4.8%
> CC(C)n1nnnc1SCC(=O)N1CCN(C(=O)c2ccco2)CC1
 : -2.1%	i	3%	-6%	-0.2%	13%	-8%	2%	1.4	-7.1%
> CC(C(=O)O)N1C(=O)c2cccc3cccc1c23 (centres undefined)
 : -0.7%	i	3%	-2%	0.2%	17%	-14%	12%	1.4	-2.4%
> Cc1ccccc1OCC(=O)Nc1nnc(COc2ccccc2)s1
 : 2.9%	i	0%	1%	-0.1%	-14%	-14%	1%	1.3	6.1%
> CCN1CCN(c2c(Cl)cccc2NC(=O)c2ccc(Br)o2)CC1
 : -0.8%	i	-24%	-10%	-0.1%	17%	-17%	0%	0.5	0.5%

An excerpt (hit frequency here may not be typical).
